TROY NFkB inh: TROY signaling inhibition; Q293 LMP1-TROYcd NF-kB luciferase reporter, 4 h; inhibition, % at 10 µM; actives 0.98% (n = 360,000);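 active = compounds whose plate-normalised and pattern-corrected inhibition of the luciferase reporter signal at the single screening dose is 50% or more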
COUP-TFII inh: blocks human COUP-TFII nuclear receptor; P24468; HEK293T NGFI-A luciferase reporter, luminescence; inhibition, % at 8.6 µM; actives 0.7% (n = 370,000); AID 686940;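 active = inhibition above a per-plate cutoff, mean inhibition of test wells between control levels plus 3 SD, cut at about 38% in these data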;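 note: cells cotransfected with COUP-TFII expression vector driving the NGFI-A reporter; 0% = median of COUP-TF2 test wells and 100% = reporter-only cells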
TLR9-MyD88 inh: inhibitors of human TLR9-MyD88 binding; Q9NR96+Q99836; CHO BLA complementation TLR9-MyD88, CCF4 FRET ratio; inhibition, % at 4.98 µM; actives 0.21% (n = 340,000);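 active = inhibition above the mean over all tested compounds plus 3 SD, cut at about 21% in these data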;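 note: 0% = DMSO only wells and 100% = clavulanate BLA inhibitor control wells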
NCOA1 inh: inhibits human SRC1 coactivator; inhibition, % at 3.6 µM; AID 588354; actives 0.12% (n = 360,000); HEK293 GAL4-SRC1 luciferase reporter, luminescence; Q15788;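 active = inhibition above the campaign mean plus 3 SD, with each screening campaign given its own cutoff, cut at about 60% in these data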;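 note: 0% = DMSO treated cells and 100% = gossypol at 36 µM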
NOD2-RIPK2 inh: blocks binding of human NOD2 to RIPK2; CHO BLA complementation NOD2-RIPK2, CCF4 ratio; inhibition, % at 4.98 µM; actives 0.38% (n = 360,000); in the data active = inhibition above about 21%;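 note: 0% = vehicle only and 100% = reference blocker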
NCOA3 inh: inhibitors of human steroid receptor coactivator 3 (SRC3); HEK293 GAL4-SRC3 luciferase reporter, luminescence; actives 0.17% (n = 360,000); inhibition, % at 3.6 µM;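 active = inhibition above a per-campaign cutoff, the mean of all compounds plus 3 SD, cut at about 60% in these data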;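 note: 0% = DMSO-treated cells and 100% = gossypol-treated cells at 36 µM; higher means less SRC3-driven luciferase light from the GAL4 reporter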
Target sequence (Q9Y6Q9 whole entry, looked up, the tested form may be a part): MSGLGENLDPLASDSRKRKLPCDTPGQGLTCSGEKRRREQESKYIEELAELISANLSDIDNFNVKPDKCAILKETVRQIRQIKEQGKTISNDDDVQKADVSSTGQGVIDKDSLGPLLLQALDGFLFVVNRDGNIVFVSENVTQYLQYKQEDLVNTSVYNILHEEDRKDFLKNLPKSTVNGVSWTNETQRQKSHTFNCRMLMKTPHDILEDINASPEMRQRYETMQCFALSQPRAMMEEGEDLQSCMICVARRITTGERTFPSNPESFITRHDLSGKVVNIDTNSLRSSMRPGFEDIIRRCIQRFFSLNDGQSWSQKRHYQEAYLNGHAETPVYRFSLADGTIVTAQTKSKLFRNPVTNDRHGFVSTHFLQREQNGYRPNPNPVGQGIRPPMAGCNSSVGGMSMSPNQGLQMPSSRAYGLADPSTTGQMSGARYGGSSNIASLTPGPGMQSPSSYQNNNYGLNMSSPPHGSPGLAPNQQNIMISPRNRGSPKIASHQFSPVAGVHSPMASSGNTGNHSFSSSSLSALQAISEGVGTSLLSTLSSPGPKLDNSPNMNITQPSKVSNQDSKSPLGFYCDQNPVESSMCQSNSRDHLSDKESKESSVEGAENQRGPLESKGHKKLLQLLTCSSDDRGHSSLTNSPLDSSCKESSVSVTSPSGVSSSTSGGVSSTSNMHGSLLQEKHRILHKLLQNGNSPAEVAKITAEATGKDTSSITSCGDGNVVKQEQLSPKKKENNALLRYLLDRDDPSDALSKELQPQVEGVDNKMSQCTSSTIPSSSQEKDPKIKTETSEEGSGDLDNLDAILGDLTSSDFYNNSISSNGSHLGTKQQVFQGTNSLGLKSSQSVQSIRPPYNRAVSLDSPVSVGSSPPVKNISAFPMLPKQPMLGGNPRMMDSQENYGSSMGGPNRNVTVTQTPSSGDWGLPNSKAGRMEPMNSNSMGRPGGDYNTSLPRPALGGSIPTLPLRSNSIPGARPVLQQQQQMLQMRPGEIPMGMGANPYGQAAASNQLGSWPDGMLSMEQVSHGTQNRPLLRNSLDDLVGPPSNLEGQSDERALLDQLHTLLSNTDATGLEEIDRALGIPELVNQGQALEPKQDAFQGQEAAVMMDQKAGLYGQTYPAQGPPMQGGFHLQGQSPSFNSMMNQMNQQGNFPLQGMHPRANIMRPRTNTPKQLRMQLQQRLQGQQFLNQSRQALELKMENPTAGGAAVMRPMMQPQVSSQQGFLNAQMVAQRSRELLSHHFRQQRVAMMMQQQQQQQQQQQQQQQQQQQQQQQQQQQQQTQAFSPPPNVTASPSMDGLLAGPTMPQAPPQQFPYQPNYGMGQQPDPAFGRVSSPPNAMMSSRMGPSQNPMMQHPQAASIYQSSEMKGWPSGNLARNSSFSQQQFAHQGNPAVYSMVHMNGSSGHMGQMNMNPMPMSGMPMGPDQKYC
TWEAK Fn14 block: TWEAK-Fn14 signaling inhibition. actives 2% (n = 360,000). TWEAK-stimulated Fn14 reporter cells, luciferase luminescence, 8 h. inhibition, % at 10 µM; in the data active = inhibition above about 50%
SRC2 inh: inhibits human steroid receptor coactivator 2. Q15596. HEK293 GAL4-SRC2 luciferase reporter, luminescence. inhibition, % at 9 µM. actives 0.17% (n = 370,000). AID 651957;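 active = inhibition above the mean inhibition of all tested compounds plus 3 SD, set per campaign, cut at about 52% in these data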;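 note: 0% = DMSO treated cells and 100% = cells given Gossypol at 36 µM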
LRH-1 inv ag: suppresses constitutive activity of human LRH-1; HEK293T StAR-luciferase reporter, LRH-1 transfected, 24 h; inhibition, % at 3.6 µM; actives 0.13% (n = 360,000);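 active = inhibition above the mean inhibition of all tested compounds plus 3 SD, cut at about 73% in these data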;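 note: 0% = DMSO wells and 100% = reporter-only cells lacking LRH-1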
Granule exo inh: blocks lytic granule exocytosis; TALL-104 LAMP-1 surface exposure, flow cytometry; cells stimulated with thapsigargin and PMA; inhibition, % at 10 µM; actives 0.66% (n = 360,000); AID 651702;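 active = inhibition above about 55%, limit read from the data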
ABHD5 PLIN5 PPI: ABHD5-PLIN5 protein interaction inhibition; inhibition, % at 4 µM; actives 0.78% (n = 360,000); AID 602281; Split G. princeps luciferase complementation, luminescence, 4 h;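 active = inhibition above the mean inhibition across every tested compound plus 3 SD, cut at about 22% in these data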;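 note: 0% = DMSO only wells and the 100% control is not disclosed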
Numbers without * were called inactive. This is a subset, so the mix of outcomes need not match the whole.

Screening O=C(Nc1ccc(N2CCN(C(=O)c3ccco3)CC2)cc1)c1cccc(F)c1 returned TROY NFkB inh -31, COUP-TFII inh -17, TLR9-MyD88 inh -4, NCOA1 inh -8, NOD2-RIPK2 inh -14, NCOA3 inh 7, TWEAK Fn14 block -8, SRC2 inh -18, LRH-1 inv ag -39, Granule exo inh -3 and ABHD5 PLIN5 PPI 0.
For CCn1c2ccccc2c2cc(CN3CCN(Cc4cc(OC)ccc4O)CC3)ccc21 the results were TROY NFkB inh 12, COUP-TFII inh -3, TLR9-MyD88 inh 2, NCOA1 inh 2, NOD2-RIPK2 inh 2, NCOA3 inh 20, TWEAK Fn14 block -71, SRC2 inh 27, LRH-1 inv ag 26, Granule exo inh -1 and ABHD5 PLIN5 PPI 9.
For CCCCNC(=O)Nc1ccccc1Br the results were TROY NFkB inh -26, COUP-TFII inh 13, TLR9-MyD88 inh -1, NCOA1 inh -23, NOD2-RIPK2 inh -6, NCOA3 inh 3, TWEAK Fn14 block -4, SRC2 inh -5, LRH-1 inv ag -9, Granule exo inh -5 and ABHD5 PLIN5 PPI -3.
For CS(=O)(=O)Nc1cccc(NC(=O)c2ccc(-n3ccnc3)c3ccoc23)c1 the results were TROY NFkB inh -6, COUP-TFII inh -22, NCOA1 inh 2, NOD2-RIPK2 inh 8, NCOA3 inh -17, TWEAK Fn14 block -10, SRC2 inh -11, LRH-1 inv ag -13, Granule exo inh 4 and ABHD5 PLIN5 PPI 5.
For CC1CCC(NC(=O)c2cc3c(=O)n(C)c4ccccc4c3n2C)CC1 (stereo not given) the results were TROY NFkB inh -37, COUP-TFII inh -9, TLR9-MyD88 inh 3, NCOA1 inh -12, NOD2-RIPK2 inh 6, NCOA3 inh 16, TWEAK Fn14 block -5, SRC2 inh -2, LRH-1 inv ag -2, Granule exo inh 2 and ABHD5 PLIN5 PPI 3.
`CSCCC(NS(=O)(=O)c1ccc(C)cc1)C(=O)NC1CCCCC1` (stereo not given) gave TROY NFkB inh 11, COUP-TFII inh -1, TLR9-MyD88 inh 8, NCOA1 inh 0, NOD2-RIPK2 inh -16, NCOA3 inh 7, TWEAK Fn14 block 9, SRC2 inh -39, LRH-1 inv ag 14, Granule exo inh 8 and ABHD5 PLIN5 PPI -4.
Screening O=C(COc1ccc(Br)cc1)Nc1ccc(S(=O)(=O)Nc2ccccn2)cc1 returned TROY NFkB inh 3, COUP-TFII inh 10, TLR9-MyD88 inh 0, NCOA1 inh -5, NOD2-RIPK2 inh 3, NCOA3 inh 4, TWEAK Fn14 block 14, SRC2 inh -36, LRH-1 inv ag -3, Granule exo inh -8 and ABHD5 PLIN5 PPI -9.
Screening O=C(Cn1nc(-c2ccccc2)c2ccccc2c1=O)Nc1ccc2c(c1)nc1n2CCOC1 returned TROY NFkB inh -39, COUP-TFII inh 2, TLR9-MyD88 inh -1, NCOA1 inh -12, NOD2-RIPK2 inh -13, NCOA3 inh -43, TWEAK Fn14 block -33, SRC2 inh -31, LRH-1 inv ag -10, Granule exo inh -1 and ABHD5 PLIN5 PPI 10.
For c1ccc(-c2cn3ccccc3n2)cc1 the results were TROY NFkB inh -29, COUP-TFII inh -39, TLR9-MyD88 inh 2, NCOA1 inh -103, NOD2-RIPK2 inh -2, NCOA3 inh -120, TWEAK Fn14 block 42, SRC2 inh -56, LRH-1 inv ag -131, Granule exo inh 9 and ABHD5 PLIN5 PPI 0.
Cc1c(OCC(=O)NCCCn2ccnc2)ccc2c3c(c(=O)oc12)CCCC3 was read as TROY NFkB inh -15, COUP-TFII inh -7, TLR9-MyD88 inh 5, NCOA1 inh 9, NOD2-RIPK2 inh -2, NCOA3 inh 4, TWEAK Fn14 block -41, SRC2 inh -11, LRH-1 inv ag -26, Granule exo inh -4 and ABHD5 PLIN5 PPI 3.
COc1ccc2[nH]cc(CCNC(=O)CCC3CCCCC3)c2c1 was read as TROY NFkB inh 12, COUP-TFII inh 16, TLR9-MyD88 inh -11, NCOA1 inh 1, NOD2-RIPK2 inh -1, NCOA3 inh -23, TWEAK Fn14 block 7, SRC2 inh -25, LRH-1 inv ag 2, Granule exo inh -4 and ABHD5 PLIN5 PPI -2.
Cc1cccn2c(=O)c(C=NCc3ccccc3)c(NCCO)nc12 was read as TROY NFkB inh -12, COUP-TFII inh -23, TLR9-MyD88 inh -8, NCOA1 inh -19, NOD2-RIPK2 inh -7, NCOA3 inh 15, TWEAK Fn14 block 19, SRC2 inh -6, LRH-1 inv ag 22, Granule exo inh 1 and ABHD5 PLIN5 PPI -4.
COc1ccc(CCNC(=O)c2ccc(-c3ccc([N+](=O)[O-])cc3Cl)o2)cc1OC was read as TROY NFkB inh 30, COUP-TFII inh -1, TLR9-MyD88 inh 3, NCOA1 inh 1, NOD2-RIPK2 inh -6, NCOA3 inh 11, TWEAK Fn14 block 32, SRC2 inh 5, LRH-1 inv ag 24, Granule exo inh 2 and ABHD5 PLIN5 PPI 1.
For COc1ccccc1NC(=O)C1(C)Cc2ccccc2C(=O)O1 (stereo not given) the results were TROY NFkB inh -18, COUP-TFII inh 4, TLR9-MyD88 inh 4, NCOA1 inh -28, NOD2-RIPK2 inh -12, NCOA3 inh -13, TWEAK Fn14 block -16, SRC2 inh -8, LRH-1 inv ag -21, Granule exo inh -4 and ABHD5 PLIN5 PPI 3.
For C1=C(CCNc2nnnn2-c2ccccc2)CCCC1 the results were TROY NFkB inh -3, COUP-TFII inh 15, TLR9-MyD88 inh 9, NCOA1 inh -6, NOD2-RIPK2 inh 3, NCOA3 inh 1, TWEAK Fn14 block 7, SRC2 inh 12, LRH-1 inv ag 17, Granule exo inh -1 and ABHD5 PLIN5 PPI -2.
Screening CC1CCCC(NC(=O)COC(=O)Cc2ccsc2)C1C (stereo not given) returned TROY NFkB inh 1, COUP-TFII inh -2, TLR9-MyD88 inh 1, NCOA1 inh -7, NOD2-RIPK2 inh -7, NCOA3 inh 9, TWEAK Fn14 block -15, SRC2 inh -8, LRH-1 inv ag -29, Granule exo inh -4 and ABHD5 PLIN5 PPI 1.
For CCOC(=O)N1CCN(C(=O)c2ccc(CS(=O)(=O)c3ccc(OC)cc3)o2)CC1 the results were TROY NFkB inh -8, COUP-TFII inh 1, TLR9-MyD88 inh 2, NCOA1 inh -2, NOD2-RIPK2 inh 6, NCOA3 inh -28, TWEAK Fn14 block 7, SRC2 inh -7, LRH-1 inv ag -5, Granule exo inh 4 and ABHD5 PLIN5 PPI 4.
For O=[N+]([O-])c1cccc(Cl)c1NCCNS(=O)(=O)c1ccc(Cl)cc1 the results were TROY NFkB inh 13, COUP-TFII inh -2, TLR9-MyD88 inh -2, NCOA1 inh -10, NOD2-RIPK2 inh 1, NCOA3 inh 15, TWEAK Fn14 block 5, SRC2 inh 2, LRH-1 inv ag -16, Granule exo inh 6 and ABHD5 PLIN5 PPI -8.
CC12CCC(/C(=C/NNc3ccc([N+](=O)[O-])cc3[N+](=O)[O-])C1=O)C2(C)C (stereo not given) was read as TROY NFkB inh 3, COUP-TFII inh -14, TLR9-MyD88 inh -10, NCOA1 inh 3, NOD2-RIPK2 inh -23, NCOA3 inh -7, TWEAK Fn14 block 20, SRC2 inh 23, LRH-1 inv ag -22, Granule exo inh 4 and ABHD5 PLIN5 PPI -5.
Screening CCc1ccc(N(CC(=O)Nc2ccccc2C(=O)N2CCOCC2)S(C)(=O)=O)cc1 returned TROY NFkB inh -9, COUP-TFII inh 2, TLR9-MyD88 inh 6, NCOA1 inh 8, NOD2-RIPK2 inh -5, NCOA3 inh 27, TWEAK Fn14 block 26, SRC2 inh -18, LRH-1 inv ag 10, Granule exo inh 13 and ABHD5 PLIN5 PPI 7.
Screening CC1CCCCC1NC1=NCCS1 (stereo not given) returned TROY NFkB inh 2, COUP-TFII inh 0, TLR9-MyD88 inh 15, NCOA1 inh 1, NOD2-RIPK2 inh -2, NCOA3 inh 3, TWEAK Fn14 block -3, SRC2 inh -17, LRH-1 inv ag -6, Granule exo inh 0 and ABHD5 PLIN5 PPI -9.
For O=c1cc(N2CCCCC2)c(-c2ccccc2)nn1Cc1ccccc1Cl the results were TROY NFkB inh 7, COUP-TFII inh 8, TLR9-MyD88 inh -1, NCOA1 inh -14, NOD2-RIPK2 inh 5, NCOA3 inh 7, TWEAK Fn14 block -4, SRC2 inh 4, LRH-1 inv ag 1, Granule exo inh 6 and ABHD5 PLIN5 PPI 2.
For Cc1ccc(Cl)cc1N1C(=O)CC(Sc2ccccc2N)C1=O (stereo not given) the results were TROY NFkB inh -13, COUP-TFII inh 20, TLR9-MyD88 inh -1, NCOA1 inh -2, NOD2-RIPK2 inh -4, NCOA3 inh 3, TWEAK Fn14 block -1, SRC2 inh -31, LRH-1 inv ag -18, Granule exo inh -8 and ABHD5 PLIN5 PPI -1.
For CNC(=S)N1CCc2cc(OC)c(OC)cc2C1COc1ccc(F)cc1 (stereo not given) the results were TROY NFkB inh 5, COUP-TFII inh -15, TLR9-MyD88 inh 0, NCOA1 inh -3, NOD2-RIPK2 inh 2, NCOA3 inh -3, TWEAK Fn14 block -11, SRC2 inh -31, LRH-1 inv ag 2, Granule exo inh 4 and ABHD5 PLIN5 PPI 6.
Screening CCc1nnc(NC(=O)c2cc(C)oc2C)s1 returned TROY NFkB inh -59, COUP-TFII inh -47, TLR9-MyD88 inh 2, NCOA1 inh -94, NOD2-RIPK2 inh -10, NCOA3 inh -79, TWEAK Fn14 block 4, SRC2 inh -54, LRH-1 inv ag -142, Granule exo inh 3 and ABHD5 PLIN5 PPI 1.
For COc1cc(COc2ccc3c(C)c(CC(=O)O)c(=O)oc3c2C)cc(OC)c1OC the results were TROY NFkB inh -11, COUP-TFII inh 11, TLR9-MyD88 inh -9, NCOA1 inh 7, NOD2-RIPK2 inh -4, NCOA3 inh -1, TWEAK Fn14 block -2, SRC2 inh -41, LRH-1 inv ag 9, Granule exo inh 3 and ABHD5 PLIN5 PPI 0.
For CCN(CC)C(=O)CSc1nc2ccccc2c(=O)n1-c1ccccc1OC the results were TROY NFkB inh 11, COUP-TFII inh 5, TLR9-MyD88 inh -7, NCOA1 inh 7, NOD2-RIPK2 inh 3, NCOA3 inh 20, TWEAK Fn14 block 5, SRC2 inh -1, LRH-1 inv ag 12, Granule exo inh 1 and ABHD5 PLIN5 PPI 11.
Screening CC(C)CN1CCC(=O)N(CCSc2ccccc2)CC1 returned TROY NFkB inh -25, COUP-TFII inh -53, TLR9-MyD88 inh -4, NCOA1 inh -96, NOD2-RIPK2 inh -3, NCOA3 inh -69, TWEAK Fn14 block 30, SRC2 inh -66, LRH-1 inv ag -101, Granule exo inh 38 and ABHD5 PLIN5 PPI 8.

Pulled by structure from the entries so far, two records:
For O=c1cc(N2CCCCC2)c(-c2ccccc2)nn1Cc1ccccc1Cl the results were TROY NFkB inh 7, COUP-TFII inh 8, TLR9-MyD88 inh -1, NCOA1 inh -14, NOD2-RIPK2 inh 5, NCOA3 inh 7, TWEAK Fn14 block -4, SRC2 inh 4, LRH-1 inv ag 1, Granule exo inh 6 and ABHD5 PLIN5 PPI 2.
Screening CC1CCCCC1NC1=NCCS1 (stereo not given) returned TROY NFkB inh 2, COUP-TFII inh 0, TLR9-MyD88 inh 15, NCOA1 inh 1, NOD2-RIPK2 inh -2, NCOA3 inh 3, TWEAK Fn14 block -3, SRC2 inh -17, LRH-1 inv ag -6, Granule exo inh 0 and ABHD5 PLIN5 PPI -9.

Assay outcomes from PubChem BioAssay.
